OX1R antag-1 – blocks the human orexin 1 receptor. inhibition, % at 6.6 µM. OX1R-expressing cells, FRET antagonist read-out. AID 485270. hit rate 1.8% among 330,000; in the data active = inhibition mostly above about 38%, no sharp cut-off; inactive = mostly below about 40%;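 note: 0% = agonist challenge alone and 100% = reference antagonist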
Target sequence (O43613 whole entry, looked up): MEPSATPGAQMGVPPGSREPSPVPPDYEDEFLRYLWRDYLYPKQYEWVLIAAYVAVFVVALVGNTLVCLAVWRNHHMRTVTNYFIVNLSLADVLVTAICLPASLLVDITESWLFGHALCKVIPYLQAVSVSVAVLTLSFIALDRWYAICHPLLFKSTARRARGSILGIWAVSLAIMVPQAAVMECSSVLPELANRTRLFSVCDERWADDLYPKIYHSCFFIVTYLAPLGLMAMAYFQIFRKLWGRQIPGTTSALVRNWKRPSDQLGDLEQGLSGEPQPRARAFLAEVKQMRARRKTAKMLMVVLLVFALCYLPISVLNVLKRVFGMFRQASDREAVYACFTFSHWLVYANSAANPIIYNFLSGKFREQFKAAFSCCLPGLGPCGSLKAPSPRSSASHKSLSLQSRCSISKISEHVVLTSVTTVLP
OX1R antag-2 – human HCRTR1 antagonism; O43613; CHO/OX1R cells, Fluo-8 calcium fluorescence, orexin A; inhibition, % at 5 µM; hit rate 0.43% among 330,000; AID 434989;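 active = inhibition above its plate's threshold, mean inhibition of all tested compounds on the plate plus 3 SD, cut at about 37% in these data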;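 note: 0% = orexin A challenge wells and 100% = SB-334867-A antagonist wells; not every result past the cut was called active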
Active calls of the source: *. No enrichment for hits; overall some 2.1% were active at least once.

SMILES	OX1R antag-1	OX1R antag-2
Cc1ccc(OCC(=O)N(C)Cc2ccccc2)c([N+](=O)[O-])n1	47	-23
Cc1ccccc1OCCCCn1cnc2ccccc21	13	0
CSCCC(NC(=O)c1ccco1)C(=O)NCC1CCCCC1 (centres undefined)	0	-12
CCOc1ccc(Oc2ccc(C(F)(F)F)cc2NC(=O)C2=COCCO2)cc1	-2	-10
N#Cc1c(Nc2ccc(F)cc2)sc(C(=O)c2ccccc2)c1N	8	-7
COc1ccccc1NC(=O)c1ccc(Cl)c(S(=O)(=O)N2CCOCC2)c1	13	-9
CCCOc1ccc(-c2c(C(=O)N/N=C/c3ccc(C)cc3)nnn2-c2nonc2N)cc1	8	-18
CC(=O)c1ccc(N2CCC(c3cc(-c4ccc(Cl)cc4Cl)n[nH]3)CC2)c([N+](=O)[O-])c1	25	-28
Cc1ccc(-c2csc3ncnc(N4CCN(c5ccccc5O)CC4)c23)cc1	11	-40
Cn1c(SCc2ccccc2F)nnc1-c1ccccn1	15	-12
CCOC(=O)c1c(NC(=O)CN2C(=O)NC3(CCCCC3C)C2=O)sc(C)c1CC (centres undefined)	23	-32
NC(N)=N/N=C/c1ccc(OCc2ccccc2)cc1	0	-7
Cn1nc(C(=O)NC2CCCCCC2)ccc1=O	13	-22
COC(=O)c1nc2nc(C)cc(=O)n2[nH]1	6	-6
Cc1cc(NC(=O)CN2C(=O)NC3(CCCCC3C)C2=O)no1 (centres undefined)	9	-1

Copied from the list.
`Cc1ccc(OCC(=O)N(C)Cc2ccccc2)c([N+](=O)[O-])n1` @ OX1R antag-2 = -23
`Cc1ccc(-c2csc3ncnc(N4CCN(c5ccccc5O)CC4)c23)cc1` @ OX1R antag-1 = 11
`N#Cc1c(Nc2ccc(F)cc2)sc(C(=O)c2ccccc2)c1N` @ OX1R antag-1 = 8
`NC(N)=N/N=C/c1ccc(OCc2ccccc2)cc1` @ OX1R antag-1 = 0
`COC(=O)c1nc2nc(C)cc(=O)n2[nH]1` @ OX1R antag-1 = 6

Following part:
SMILES	OX1R antag-1	OX1R antag-2
CCOC(=O)/C(C#N)=C/c1ccc(OCC(=O)Nc2ccc(OC)cc2)c(OC)c1	17	-28
COc1ccccc1N1C(=O)c2ccccc2NC1c1ccc(O)cc1 (centres undefined)	9	-23
Cc1cc(CSc2ccccc2)ccc1NC(=O)c1cccc([N+](=O)[O-])c1	27	-3
CCC(Sc1n[nH]c(=O)[nH]c1=O)C(=O)OCc1ccccc1 (centres undefined)	13	10
Cc1ccccc1C(=O)O/N=C(\N)c1ccncc1	13	-11
CC(NS(=O)(=O)c1ccc(Br)cc1)C(=O)NCc1ccc2c(c1)OCO2 (centres undefined)	26	-17
C[C@H](NC(=O)c1ccccc1Cl)C(=O)Nc1ccccc1F	21	-23
CCC(C)c1ccccc1NC(=O)C(C)Sc1n[nH]c(N)n1 (centres undefined)	-6	-1
CCOC(=O)/C=C1\SCC(=O)N1CC(=O)Nc1cccc(F)c1	12	-6
CCS(=O)(=O)n1nc(-c2ccc(OC)cc2)nc1N	17	-3
COc1cc(C(=O)NCc2ccc(F)cc2)cc(Cl)c1OC	7	-33
Cn1cnnc1SCC(C)(C)NS(=O)(=O)c1ccc(Cl)cc1	5	6
Brc1nc(-c2ccccc2)nc(-c2ccccc2)c1Br	3	13
CN(C)S(=O)(=O)c1ccc(Cl)c(C(=O)NC2=NCCS2)c1	10	-17
C/C(=N\Nc1ccc(Cl)cc1)c1ccccn1	15	-24

Laid out differently: results already given.
NC(N)=N/N=C/c1ccc(OCc2ccccc2)cc1
  OX1R antag-1: 0 | OX1R antag-2: -7
Cn1nc(C(=O)NC2CCCCCC2)ccc1=O
  OX1R antag-1: 13 | OX1R antag-2: -22
COC(=O)c1nc2nc(C)cc(=O)n2[nH]1
  OX1R antag-1: 6 | OX1R antag-2: -6
Cc1cc(NC(=O)CN2C(=O)NC3(CCCCC3C)C2=O)no1 (centres undefined)
  OX1R antag-1: 9 | OX1R antag-2: -1

The results go on:
SMILES	OX1R antag-1	OX1R antag-2
O=C(CCCCn1c(=O)[nH]c2ccccc2c1=O)NCCc1c[nH]c2ccccc12	28	-7
COc1ccccc1CNS(=O)(=O)c1cc(CN2C(=O)c3cccnc3C2=O)ccc1OC	24	-21
CCOC(=O)CNC(=O)CSc1nnc(NC(=O)c2ccccc2Cl)s1	27	-2
Cc1ccc(NC(=O)CN2C(=O)NC3(CCCCCC3)C2=O)cc1Cl	10	3
CC(=O)C1=C(C)NC(SCc2ccc(C#N)cc2)=C(C#N)C1c1ccco1 (centres undefined)	19	-5
CC(C)C(NC(=O)C1CCCCC1)C(=O)Nc1ccccn1 (centres undefined)	11	-23
Cn1cccc1CC(=O)N/N=C\c1ccccc1	13	4
COc1ccccc1NC(=O)c1ccc(-n2cccn2)c([N+](=O)[O-])c1	18	-11
COc1ccc(OCCSc2nc(C)c(Cc3ccccc3)c(=O)[nH]2)cc1	17	-14
NC(=O)CSc1nnc(CNc2cccc(Cl)c2)n1CCc1ccccc1	16	-16
O=C(COc1ccc2c(-c3ccccc3)cc(=O)oc2c1)NCCCn1ccnc1	20	2
COc1ccc(NC(=O)CSc2cc(C(=O)c3nccn3C)c3ccccc3n2)cc1	37	-4
COc1ccc(NC(=O)CN2CCCC2)cc1	-5	21
CCOC(=O)c1sc2nc3n(c(=O)c2c1C)CCC3	3	-22
O=C(O)CN1C(=O)CC(Cc2ccccc2)C1=O (centres undefined)	6	-8
N#Cc1ccccc1Sc1ccccc1C(=O)OCc1nnc(-c2ccccc2)o1	28	7
CCCn1cnc2c(sc3nc4c(cc32)CSC(C)(C)C4)c1=O	7	-13
CCCCn1c(N)c(N(CC)C(=O)CSc2nnnn2-c2cc(C)ccc2C)c(=O)[nH]c1=O	-2	-16
CCCCC1(C)NC(=S)N2N1C(=S)NC2(C)CCCC (centres undefined)	5	-3
CCOC(=O)Nc1sc(C)c(C)c1C(N)=O	4	-12
CCOc1ccc(NC(=O)c2sc3nc(C)nc(N4CCOCC4)c3c2C)cc1	10	-12
CCn1c(C(=O)Nc2ccsc2C(=O)OC)cc2sc(Cl)cc21	15	-8
CC(C)(C)c1ccc(C(=O)N2CCC(C(=O)NC3CCCCCC3)CC2)cc1	7	-11
CCCc1cc(C(=O)OC)c(NC(=O)OCC)s1	2	-13
CCCCC(=O)NNC(=S)NC(=O)C(c1ccccc1)c1ccccc1	14	27
O=C(CNC(=O)C1CCCCC1)Nc1ccccc1Cl	-3	-14
O=C(Nc1ccc2c(c1)CCC2)c1cnccn1	-5	-1
COc1ccc(-n2ccnc2SCC(=O)NCc2ccco2)c(OC)c1	30	-16
CCn1c(Cn2nnc(-c3ccccc3)n2)nnc1SCC(=O)Nc1cccc(C(C)=O)c1	56*	8
CCNC(=S)Nc1ccc2cn[nH]c2c1	27	9

Next part (four carried over from the part before).
SMILES	OX1R antag-1	OX1R antag-2
O=C(Nc1ccc2c(c1)CCC2)c1cnccn1	-5	-1
COc1ccc(-n2ccnc2SCC(=O)NCc2ccco2)c(OC)c1	30	-16
CCn1c(Cn2nnc(-c3ccccc3)n2)nnc1SCC(=O)Nc1cccc(C(C)=O)c1	56*	8
CCNC(=S)Nc1ccc2cn[nH]c2c1	27	9
Cc1ccc(S(=O)(=O)N2CCN(CC(=O)N/N=C/c3cc([N+](=O)[O-])ccc3Cl)CC2)cc1	19	-23
O=C(N/N=C/c1cccnc1)c1ccc(NC(=O)c2ccc(Cl)cc2)cc1	27	-8
CCCSc1nnc(NC(=O)Nc2ccc(C)cc2)s1	13	-26
N#Cc1cnn(CC2CCCCC2)c1N	20	-19
O=C(COC(=O)c1ccccc1Br)NCC1CCCCC1	8	-27
O=C(/C=C/c1ccc(Cl)cc1Cl)c1cccnc1	23	-7
Nc1ccc(C#Cc2ccccc2)cc1	5	2
COc1cc(OC)cc(C(=O)Nc2ccc(S(=O)(=O)Nc3nc(C)cc(C)n3)cc2)c1	4	1
O=C(c1ccc(F)cc1)N1CCN(c2cc(=O)[nH]nc2-c2ccccc2)CC1	-4	-44
CC(C)(C)c1ccc(C2SCC(=O)N2c2cccc(C(=O)O)c2)cc1 (centres undefined)	17	2
CC1c2cc3c(cc2CCN1C(=O)c1cccc(Cl)c1)OCCCO3 (centres undefined)	19	-15
CC1CC(C)CN(C(=O)C(C)N2CCN(S(=O)(=O)c3cccs3)CC2)C1 (centres undefined)	4	-16
CCCCCc1ccc(-c2cn(CC3CCCCC3)nn2)cc1	22	-15
O=C(CC1C(=O)NCCN1Cc1ccoc1)NCCc1ccc(Cl)cc1 (centres undefined)	5	-11
O=S1(=O)CCC(NC(=S)NC2CCS(=O)(=O)C2)C1 (centres undefined)	-4	-5
O=C1OCC(c2ccccc2)=C1c1ccc(S(=O)(=O)N2CCOCC2)s1	15	-20
CCOc1cc(/C=C\[N+](=O)[O-])ccc1OCC(=O)N1CCOCC1	8	1
Cc1c(C(=O)N2CCN(c3ccccc3)CC2)sc2nc3n(c(=O)c12)CCC3	0	-11
Cc1ccc(S(=O)(=O)N2CCC(=O)N(CCOCc3cccc(F)c3)CC2)cc1	34	-18
Cc1ccc(CNC(=O)Cn2cnc3cc([N+](=O)[O-])ccc3c2=O)cc1	30	-11
Cc1ccc(C(=O)OCc2cc3ccccc3[nH]c2=O)cc1	9	-4
O=C1c2ccccc2OCOc2ccccc21	8	-22
Cc1ccc(-c2noc(CCCC(=O)NC3CCCCC3)n2)cc1	9	-7
C=CCc1cc(C)ccc1OCCCC(C(=O)OCC)C(=O)OCC	9	-31
CCOC(=O)N1CCC(N(CCN(C)C)C(=S)Nc2ccccc2Cl)CC1	7	-19
CCN(CC)S(=O)(=O)c1ccc(NN=C2CCN(C(C)C)CC2)c([N+](=O)[O-])c1	50	-13
CC1CCCCN1C(=O)c1ccc(C(=O)c2ccccc2)cc1 (centres undefined)	7	-45
Cc1coc(C)c1C(=O)CC1(O)C(=O)Nc2cc(Cl)cc(Cl)c21 (centres undefined)	10	-18
CCOC(=O)CSc1nnc(-c2ccco2)n1-c1ccc(C)cc1	-1	8
CC1=NN(c2ccc(C(=O)O)cc2)C(=O)/C1=C/c1ccc(-c2ccccc2F)o1	8	3
Brc1ccc(N=C(c2ccccc2)c2ccncc2)cc1	10	5
CCP(=O)(CC)c1cccc(N)c1	1	-10
CNC(=O)c1ccsc1NC(=O)C1CCN(S(=O)(=O)c2cccs2)CC1	7	-10
CC(=O)c1ccc(Sc2nnc(C)s2)c([N+](=O)[O-])c1	63*	-4
CC1(C)C=C(c2ccc(C(=O)O)s2)CC(C)(C)N1	9	-8
CC(=O)N/N=C(\C)CC(=O)Nc1ccc2c(c1)OCCO2	7	-11
CCOC(=O)/C(C#N)=C/Nc1ccccc1NS(=O)(=O)c1ccc(C)c(C)c1	23	-9
O=C(CSCc1c(Cl)cccc1Cl)NCc1ccccn1	7	-12
CCOc1ccc(C2N(c3cc(C)on3)C(=O)C3CCCN32)cc1OC (centres undefined)	18	-12
S=C(Nc1ccccc1Cl)N1CCN(c2ccccn2)CC1	2	-23
CS(=O)(=O)N1CCc2cc(-c3csc(NCC4CCCO4)n3)ccc21 (centres undefined)	19	-13
Cc1nc2nc(C)c(NS(=O)(=O)c3ccc(C4CCCCC4)cc3)c(=O)n2[nH]1	2	7
CN(Cc1nc(-c2cccc(Cl)c2)no1)C1CCOCC1	17	-19
CCc1nn2cc(C(=O)c3ccccc3O)cnc2c1-c1ccc(F)cc1	6	-40
CCOC(=O)Cc1c(C)nc2c(-c3ccccc3)c[nH]n2c1=O	4	-9

Rewritten with values under each structure: entries from further up
Screens in order – OX1R antag-1	OX1R antag-2
CS(=O)(=O)N1CCc2cc(-c3csc(NCC4CCCO4)n3)ccc21 (centres undefined)
 : 19	-13
Cc1nc2nc(C)c(NS(=O)(=O)c3ccc(C4CCCCC4)cc3)c(=O)n2[nH]1
 : 2	7
CN(Cc1nc(-c2cccc(Cl)c2)no1)C1CCOCC1
 : 17	-19

More results follow:
SMILES	OX1R antag-1	OX1R antag-2
O=C(NCCc1c[nH]c2ccccc12)C(=O)NCC1OCCCN1S(=O)(=O)c1cccs1 (centres undefined)	33	-9
COc1ccc(C(=O)COC(=O)Cc2n[nH]c(=O)c3ccccc23)c(OC)c1	22	-16
O=C(c1ccco1)N1CCN(C(=O)c2ccc(-c3cccc(C(F)(F)F)c3)o2)CC1	3	-22
CC(=O)Nc1ccccc1C(=O)C(=O)Nc1ccc(F)cc1	2	-5
CN1CCN(C(=O)c2cnn(-c3ccccc3)c2NC(=O)c2ccccc2F)CC1	5	-4
Cn1c(/C(C#N)=C(\O)c2ccc(S(=O)(=O)N3CCCCC3)cc2)nc2ccccc21	11	-4
Cc1cnc(NC(=O)CSc2nnc(-c3ccccc3)o2)s1	12	-14
CC1=Nc2ccccc2NC(=O)C1Sc1nnc(C)s1 (centres undefined)	16	-17
Clc1cccc(OCCCn2ccnc2)c1	6	-6
O=C(CN1C(=O)C2CC=CCC2C1=O)Nc1nc(-c2ccc(F)cc2)cs1 (centres undefined)	11	0
O=C(NCC1CCCO1)c1cc([N+](=O)[O-])ccc1Cl (centres undefined)	35	-24
CS(=O)(=O)N(CC(=O)N/N=C/c1ccc(OCC(=O)N2CCOCC2)cc1)c1ccccc1Cl	10	3
COc1ccc(-c2csc(N3C(=O)C4C5c6ccccc6C(c6ccccc65)[C@@H]4C3=O)n2)cc1 (some centres undefined)	5	-18
CCOc1ccc(/C=N/n2c(-c3ccccc3)n[nH]c2=S)cc1	28	-20
Cc1cccc(N(CC(=O)NC(C)C)C(=O)c2ccc(N3CCCC3)nc2)c1	17	-4
Cc1noc(C)c1COc1ccccc1C(=O)Nc1cccc(S(=O)(=O)N(C)C)c1	19	-31
COc1ccc(/C=N/n2cnc3c([nH]c4ccc(F)cc43)c2=O)cc1CN1CCCC1	9	-29
Cc1cc(C)n2nc(C(=O)N/N=C/c3ccco3)nc2n1	19	-11
CC(C)(C)C1CCC(OC(=O)c2cncc(Br)c2)CC1 (centres undefined)	7	-3
CC(=O)c1sc(NC(=O)c2ccc(C)cc2)nc1C	39	-30
COc1ccc(C(=O)Nc2cc(Cl)ccc2-n2cncn2)c(OC)c1OC	2	-15
CCn1c(SCC(O)c2ccccc2)nnc1-c1ccccc1 (centres undefined)	15	-9
Cc1ccc(S(=O)(=O)N2CCN(C)CC2)c(C)c1N(C)S(=O)(=O)c1ccc(Cl)cc1	21	-24
